Source: PubChem BioAssay
Calb biofilm kill: kills Candida albicans biofilms | 85,000 tested, 0.14% active | C. albicans biofilm + clotrimazole, Alamar Blue | inhibition, % at 6 µM;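 active = inhibition above 20%; inactive = inhibition below 20%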;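 also: preformed 24 hr biofilms exposed to compound for 48 hr; 0% = biofilm without compound and 100% = blank killed by clotrimazole plus chlorhexidine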
LYP inh 2: inhibitors of human LYP (PTPN22) phosphatase; Q9Y2R2; recombinant LYP catalytic domain, DiFMUP fluorescence; inhibition, % at 2 µM; 96,000 tested, 0.21% active;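 active = inhibition at 2 µM at or above a set limit, the screen mean plus 3 SD, cut at about 24% in these data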;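 also: 0% = DMSO with enzyme and 100% = enzyme fully blocked by orthovanadate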
DAT uptake mod: modulates human dopamine transporter uptake under cocaine; LLC-PK1 hDAT cells, [14C]-dopamine uptake with cocaine IC80; actives deviate in either direction; Q01959; AID 449768; 110,000 tested, 1.3% active; B-score at 10 µM;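 active = Z score or B-score, a plate-position-corrected score, falls beyond the plate's 99.7% confidence bounds, in either direction; inactive = both scores lie inside the 99.7% bounds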;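 also: scored against the spread of the other compound wells on the same plate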
Target sequence (Q01959 whole entry, looked up): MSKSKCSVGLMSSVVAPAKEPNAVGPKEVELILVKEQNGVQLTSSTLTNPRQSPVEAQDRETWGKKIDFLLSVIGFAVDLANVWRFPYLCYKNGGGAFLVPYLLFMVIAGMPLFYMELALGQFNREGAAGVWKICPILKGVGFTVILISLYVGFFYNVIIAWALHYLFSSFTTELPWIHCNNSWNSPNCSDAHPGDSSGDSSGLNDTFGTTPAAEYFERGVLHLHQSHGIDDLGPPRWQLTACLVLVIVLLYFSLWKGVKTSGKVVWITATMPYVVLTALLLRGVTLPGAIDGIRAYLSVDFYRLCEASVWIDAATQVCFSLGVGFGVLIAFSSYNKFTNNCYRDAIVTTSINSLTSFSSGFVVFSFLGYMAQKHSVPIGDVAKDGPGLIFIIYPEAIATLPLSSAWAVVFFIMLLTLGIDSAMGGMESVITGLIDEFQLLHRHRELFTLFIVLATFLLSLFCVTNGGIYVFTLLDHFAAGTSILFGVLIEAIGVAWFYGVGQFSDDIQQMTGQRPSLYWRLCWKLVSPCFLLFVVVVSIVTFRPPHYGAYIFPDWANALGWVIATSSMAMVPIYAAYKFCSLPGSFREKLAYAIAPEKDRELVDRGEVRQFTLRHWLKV
MT1-MMP txn act: MT1-MMP promoter transcription activation; HT1080 MT1-MMP promoter luciferase reporter, luminescence, overnight; hits give high values; activation factor at 10 µM; 86,000 tested, 0.16% active; AID 750;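 active = activation factor of at least 2 for MT1-MMP transcription at 10 µM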
Smad3 FoxH1 inh: inhibitors of human Smad3 transcription factor binding; P84022; TR-FRET Smad3/Dy647-FoxH1 peptide binding, europium anti-His; inhibition, % at 25 µM; 88,000 tested, 0.29% active; AID 630;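 active = compounds that reduce the energy-transfer binding signal between the protein and its labelled peptide by more than half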;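 also: 0% = Smad3 plus labelled peptide maximal FRET and 100% = peptide-only background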
Target sequence (P84022 whole entry, looked up): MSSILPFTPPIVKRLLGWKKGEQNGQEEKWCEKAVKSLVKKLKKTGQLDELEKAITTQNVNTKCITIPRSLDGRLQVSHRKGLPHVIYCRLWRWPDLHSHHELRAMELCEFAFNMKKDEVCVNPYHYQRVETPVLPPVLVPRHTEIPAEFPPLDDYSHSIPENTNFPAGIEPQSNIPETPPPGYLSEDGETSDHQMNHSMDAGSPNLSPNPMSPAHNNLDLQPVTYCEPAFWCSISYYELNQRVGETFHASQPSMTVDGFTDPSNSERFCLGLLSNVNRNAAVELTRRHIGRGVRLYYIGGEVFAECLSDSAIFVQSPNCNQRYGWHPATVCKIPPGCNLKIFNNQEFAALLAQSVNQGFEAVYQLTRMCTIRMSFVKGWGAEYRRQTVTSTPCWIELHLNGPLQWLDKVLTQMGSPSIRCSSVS
HUVEC tox IL1B: toxic to HUVEC cells under IL-1B stimulation; HUVEC cell count loss, Hoechst imaging, IL-1B stimulated; cell count reduction, % at 2 µM; 94,000 tested, 0.41% active; AID 845;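 active = cell count reduction more than 3 SD above the screen-wide mean, cut at about 70% in these data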;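 also: normalized per plate to untreated control cells as the no-loss baseline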
* hit, by the source's call; x = no result given.

The first 13 compounds, to show the layout:
SMILES	Calb biofilm kill	LYP inh 2	DAT uptake mod	MT1-MMP txn act	Smad3 FoxH1 inh	HUVEC tox IL1B
C[C@@H]1O[C@H](OC2[C@@H](O)[C@H](O)C(O)[C@H](O)[C@H]2O)[C@@H](N)C[C@H]1N=C(N)C(=O)O (some centres not stated)	x	x	x	x	4	x
CCOC(=O)[C@@H]1[C@H]2c3ccccc3-c3ccccc3[C@@H]2C[C@H]1O	x	x	x	x	18	x
O=C(Oc1ccc(S(=O)(=O)F)cc1F)c1ccccc1Cl	x	x	x	x	0	x
Cn1c(=O)c2[nH]cnc2n(C)c1=O.[CH2-][C@H](Cc1cccc2cc(C(=O)O)c(=O)oc12)OC.[Hg].[OH-]	x	x	x	x	68*	x
O=C(O)CS(=O)(=O)C(c1ccccc1)c1ccccc1	x	x	x	x	1	x
CC(C)(C)c1cc(C#N)cc(Br)c1OP(=O)(Oc1c(Br)cc(C#N)cc1C(C)(C)C)c1ccccc1	x	x	x	x	-11	x
O=C(NCP(=O)(O)O)c1cccnc1	x	x	x	x	-1	x
Nc1cc[c]([Hg])cc1.Nc1nc2c(ncn2[C@H]2O[C@H](CO)[C@@H](O)[C@@H]2O)c(=[SH+])[nH]1	x	x	x	x	73*	x
N[C@@H](CP(=O)(O)O)C(=O)O	x	x	x	x	-2	x
N[C@H](Cc1c[nH]c2ccccc12)P(=O)(O)O	x	x	x	x	1	x
O=P(O)(O)CCP(=O)(O)O	x	x	x	x	-4	x
C[N+]1([O-])[C@@H]2CC(OC(=O)[C@@H](CO)c3ccccc3)C[C@H]1[C@H]1O[C@H]12 (some centres not stated)	x	x	x	x	22	x
CCCCC[CH2][Hg][n+]1c[nH]c2nc(N)[nH]c(=S)c21	x	x	x	x	8	x

The listing, previewed entries included:
SMILES	Calb biofilm kill	LYP inh 2	DAT uptake mod	MT1-MMP txn act	Smad3 FoxH1 inh	HUVEC tox IL1B
C[C@@H]1O[C@H](OC2[C@@H](O)[C@H](O)C(O)[C@H](O)[C@H]2O)[C@@H](N)C[C@H]1N=C(N)C(=O)O (some centres not stated)	x	x	x	x	4	x
CCOC(=O)[C@@H]1[C@H]2c3ccccc3-c3ccccc3[C@@H]2C[C@H]1O	x	x	x	x	18	x
O=C(Oc1ccc(S(=O)(=O)F)cc1F)c1ccccc1Cl	x	x	x	x	0	x
Cn1c(=O)c2[nH]cnc2n(C)c1=O.[CH2-][C@H](Cc1cccc2cc(C(=O)O)c(=O)oc12)OC.[Hg].[OH-]	x	x	x	x	68*	x
O=C(O)CS(=O)(=O)C(c1ccccc1)c1ccccc1	x	x	x	x	1	x
CC(C)(C)c1cc(C#N)cc(Br)c1OP(=O)(Oc1c(Br)cc(C#N)cc1C(C)(C)C)c1ccccc1	x	x	x	x	-11	x
O=C(NCP(=O)(O)O)c1cccnc1	x	x	x	x	-1	x
Nc1cc[c]([Hg])cc1.Nc1nc2c(ncn2[C@H]2O[C@H](CO)[C@@H](O)[C@@H]2O)c(=[SH+])[nH]1	x	x	x	x	73*	x
N[C@@H](CP(=O)(O)O)C(=O)O	x	x	x	x	-2	x
N[C@H](Cc1c[nH]c2ccccc12)P(=O)(O)O	x	x	x	x	1	x
O=P(O)(O)CCP(=O)(O)O	x	x	x	x	-4	x
C[N+]1([O-])[C@@H]2CC(OC(=O)[C@@H](CO)c3ccccc3)C[C@H]1[C@H]1O[C@H]12 (some centres not stated)	x	x	x	x	22	x
CCCCC[CH2][Hg][n+]1c[nH]c2nc(N)[nH]c(=S)c21	x	x	x	x	8	x
N=C(N)n1cc(/C=N/N=C(N)N)cn1	x	x	x	x	-15	x
CN(C)CS/C(N)=N/[C@H](O)C(Cl)(Cl)Cl	x	x	x	x	54*	x
CC1(C)[C@@H]2CC[C@@]1(C)CN(CCC[N+](C)(C)C)C2	x	x	x	x	30	x
O=C(c1ccccc1)[C@H]1[C@H](c2ccccc2[N+](=O)[O-])N1C1CCCCC1 (some centres not stated)	x	x	x	x	-2	x
ClCC[N+]12CC[N+](CCCl)(CC1)C2 (tested in a mixture with another compound)	x	x	x	x	9	x
O=P(O)(O)c1ccccc1 (tested in a mixture with another compound)	x	x	x	x	3	x
Cc1ccc(S(=O)ON2CCC(C(=O)O)(c3ccccc3)CC2)cc1 (configuration not stated)	x	x	x	x	2	x
NC[C@@H](O)CSP(=O)(O)O	x	x	x	x	-2	x
CC(C)(C)C(=O)CP(=O)(O)O	x	x	x	x	-2	x
O=C(O)[C@@H](Br)[C@H](Br)C(=O)O	x	x	x	x	-6	x
CC(C)CCC1(CCN)C(=O)NC(=O)NC1=O	x	x	x	x	26	x
C(=NCCN1CCOCC1)=NC1CCCCC1	x	x	x	x	3	x
C[As+](C)(c1ccc(Br)c([N+](=O)[O-])c1)c1ccc(Br)c([N+](=O)[O-])c1.O=[N+]([O-])O	x	x	x	x	5	x
C[N+]1(C)C2CC(OC(=O)C(CO)c3ccccc3)CC1[C@@H]1O[C@H]21 (some centres not stated)	x	x	x	x	7	x
C[C@@H]1[C@@H](C)N1C[C@H](O)Cn1ccnc1[N+](=O)[O-] (some centres not stated)	x	x	x	x	-5	x
O=C(O)C(C(=O)O)P(=S)(S)c1ccccc1 (configuration not stated)	x	x	x	x	14	x
NCCP(=O)(O)O	x	x	x	x	-3	x
COc1cccc2c1C(=O)c1c(O)c3c(c(O)c1C2=O)C[C@](O)(/C(C)=N/O)C[C@@H]3O[C@@H]1C[C@H](N)[C@@H](O)[C@H](C)O1	x	x	x	x	13	x
NCCSC(c1ccccc1)c1ccccc1	x	x	x	x	-9	x
O=C(O)c1cc[c]([Hg][S]c2ncnc3nc[nH]c23)cc1	x	x	x	x	15	x
Nc1nnnn1CCO	x	x	x	x	8	x
Nc1nc(N)c(N=Nc2ccc([As](=O)(O)O)cc2)c(=O)[nH]1	x	x	x	x	21	x
N[C@@H](CCP(=O)(O)O)C(=O)O	x	x	x	x	-1	x
CC[C@@](O)(C(=O)O)c1cc2n(c(=O)c1CO)Cc1cc3ccccc3nc1-2	x	x	x	x	-2	x
CN(C)CCCc1cccnc1	x	x	x	x	16	x
CCN=C=NCCCN(C)C	x	x	x	x	8	x
CC(C)CC(=O)C[C@H](O)C(Cl)(Cl)Cl	x	x	x	x	-6	x
c1cc(C2N3CCCN2CC3)ccn1 (configuration not stated)	x	x	x	x	17	x
C[C@]12CCC(=O)C=C1C[C@H](O)[C@@H]1[C@@H]2CC[C@@]2(C)[C@H]1CC[C@]2(C)O	x	x	x	x	38	x
C/C(N[O-])=C(\C)[N+]([O-])=[Rh][Cl].CC(=N\[O-])/C(C)=N/[O-].c1ccc([PH+](c2ccccc2)c2ccccc2)cc1	x	x	x	x	-1	x
CCCc1cc2c(n1Cc1ccc(C)cc1)C(C)C1CN(C(=O)c3ccccc3)C(C)(C(=O)OC)C21 (configuration not stated)	x	x	x	1.2	x	x
O=P(c1ccccc1)(c1ccccc1)N1CC2(CC2)CC(O)(c2ccccc2)C1 (configuration not stated)	x	x	x	1.1	x	x
C=C(CC1(CNP(=O)(c2ccccc2)c2ccccc2)CC1)c1ccccc1	x	x	x	2*	x	x
COc1cc(C(c2c(C)[nH]n(-c3ccccc3)c2=O)c2c(C)[nH]n(-c3ccccc3)c2=O)cc(OC)c1OC	x	0	x	x	x	-7
COP(=O)(OC)C(O)C(Cl)(Cl)Cl (configuration not stated)	6	x	x	1.1	2	x
CCCCn1c(=O)c(C(=O)Nc2nc3ccccc3[nH]2)c(O)c2ccccc21	7	x	x	1	-11	x
CC(N)Cc1c[nH]c2cc3c(cc12)OCCO3 (configuration not stated)	-1	x	x	1.2	7	x
C=C1C(=O)O[C@@H]2C[C@@H](C)[C@@H]3C=CC(=O)[C@@]3(C)[C@@H](OC(=O)CC(=O)O[C@H]3[C@@H]4C(=C)C(=O)O[C@@H]4C[C@@H](C)[C@@H]4C=CC(=O)[C@]43C)[C@H]12	x	x	-0.66	x	x	x
CC[C@@H](CO)C1CC2NC3CC4(c5ccccc5N(C)[C@@H]24)C(O)C31 (some centres not stated)	x	x	-0.16	x	x	x
CCN(CC)C(=O)N[C@H]1C[C@@H]2c3cccc4[nH]cc(c34)C[C@H]2N(C)C1	x	x	-0.044	x	x	x
Cc1nnc2ccc(-c3cccc(C(F)(F)F)c3)nn12	x	x	0.94	x	x	x
COC(=O)C1=C(c2cc3ccccc3o2)C[C@@H]2CC[C@H]1N2C(=O)NCc1ccc(C(F)(F)F)cc1	x	x	-1.3	x	x	x
O=C1C=C2C=C[C@H]3C[C@]2(O1)[C@@H]1CCCCN13	x	x	-0.99	x	x	x
CCCN(CCC)C1Cc2cc(OC)c(OC)cc2C1	x	x	-0.038	x	x	x
C/C=C(\C)C(=O)OC1C(C)=C2C(C1OC(=O)CCCCC)C(C)(OC(C)=O)CC(OC(=O)CCC)C1(O)C2OC(=O)C1(C)O (configuration not stated)	x	x	-0.52	x	x	x
COC(=O)C1=C(c2cc3ccccc3s2)C[C@@H]2CC[C@H]1N2C(=O)NCc1ccc(C(F)(F)F)cc1	x	x	-0.17	x	x	x
COC(=O)C1=C(c2cccc(OC)c2OC)C[C@@H]2CC[C@H]1N2C(=O)NCCCOC(C)C	x	x	0.84	x	x	x
(cont.)
SMILES	Calb biofilm kill	LYP inh 2	DAT uptake mod	MT1-MMP txn act	Smad3 FoxH1 inh	HUVEC tox IL1B
COC(=O)C1=C(c2ccccc2)C[C@@H]2CC[C@H]1N2C(=O)NCc1ccc(C(F)(F)F)cc1	x	x	-0.19	x	x	x
CCCN(CCC)C1CCc2cccc(O)c2C1 (configuration not stated)	x	x	0.17	x	x	x
CC1(C)NC(=O)[C@H]2CCCN21	x	x	-0.006	x	x	x
COc1ccc(C(O)CNC(C)C)c(F)c1OC (configuration not stated)	x	x	-0.047	x	x	x
COC(=O)C1=C(c2ccc(S(C)(=O)=O)cc2)C[C@@H]2CC[C@H]1N2C(=O)N1CCCCC1	x	x	-0.034	x	x	x
CC(C)[C@]12O[C@H]1[C@@H]1O[C@]13[C@]1(O[C@H]1C[C@H]1C4=C(CC[C@@]13C)C(=O)OC4)[C@@H]2O	x	x	-1.2	x	x	x
COc1cc(C(O)CNC(C)C)cc(F)c1OC (configuration not stated)	x	x	0.37	x	x	x
c1cc2c(cc1[C@H]1OC[C@H]3[C@@H]1CO[C@@H]3c1ccc3c(c1)OCO3)OCO2	x	x	-0.12	x	x	x
S=C(NC1CCCCC1)N1CCC(c2cnc[nH]2)CC1	x	x	0.41	x	x	x
Nc1ccncc1	x	x	-0.44	x	x	x
CNCC(O)c1cc(OCc2ccccc2)c(OCc2ccccc2)cc1F (configuration not stated)	x	x	0.2	x	x	x
COC(=O)C1=COC(C)C2CN3CCC4(C(=O)Nc5ccccc54)C3CC12 (configuration not stated)	x	x	-0.64	x	x	x
COC(=O)C1=C(c2ccc(S(C)(=O)=O)cc2)C[C@@H]2CC[C@H]1N2C(=O)NC(C)C	x	x	-0.53	x	x	x
CCCCCCNC(=O)N[C@@H](Cc1ccc(O)cc1)C(=O)NCCC[C@H]1CN2C(=NC[C@H]2C)N1CC1CCC1	x	x	-0.032	x	x	x
CC(C)c1cccc(C(C)C)c1O	x	x	0.2	x	x	x
CCCNC(=O)N1[C@H]2CC[C@@H]1C(C(=O)OC)=C(c1ccccc1)C2	x	x	-0.7	x	x	x
O=C(O)c1cc(Oc2ccc(C(F)(F)F)cc2Cl)ccc1[N+](=O)[O-]	x	x	-0.047	x	x	x
CNc1ccc2oc(C[C@H]3O[C@@]4(CC[C@H]3C)O[C@H]([C@H](C)C(=O)c3ccc[nH]3)[C@H](C)C[C@H]4C)nc2c1C(=O)O	x	x	-0.8	x	x	x
NC(=O)c1cn(C2OC(CO)C(O)C2O)c2ncnc(N)c12 (configuration not stated)	x	x	0.13	x	x	x
COC(=O)C1=C(c2ccc(S(C)(=O)=O)cc2)C[C@@H]2CC[C@H]1N2C(=O)NCCNC(C)=O	x	x	-0.2	x	x	x
CCN1C[C@]2(CO)CC[C@H](OC)[C@@]34C5C[C@H]6[C@H](OC)C5[C@](O)(C[C@H]6OC)[C@@H](C(OC)C23)[C@@H]14 (some centres not stated)	x	x	-0.11	x	x	x
CCOC(=O)c1ccccc1NC(=O)c1c(O)[nH]c(=S)[nH]c1=O	x	x	0.19	x	x	x
C[C@@H]1O[C@@H](O[C@H]2C[C@@H](O)[C@]3(CO)[C@H]4[C@H](O)C[C@]5(C)[C@@H](C6COC(=O)C6)CC[C@]5(O)[C@@H]4CC[C@]3(O)C2)[C@H](O)[C@H](O)[C@H]1O (some centres not stated)	x	x	-6.4*	x	x	x

Not all compounds are listed (hit frequency here may not be typical).
